Source: PubChem (Sanford-Burnham Center for Chemical Genomics)
hIAP inh = human IAP inhibition | AID 2544 | purified IAP, CDP-Star luminescence, 30 min | inhibition, % at 10 µM | 330,000 compounds, 0.12% hits;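 active = inhibition reaching a set limit with compound at 10 µM in the primary screen, cut at about 35% in these data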;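 note: plate controls were DMSO wells with enzyme for no effect and no-enzyme buffer wells for full effect; values of inactives mirror those of a sister screen read the other way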
mIAP activ = mouse IAP activation. muIAP, CDP-Star luminescence, 30 min; stronger effect = higher value; 1 = vehicle-only enzyme signal, 0 = enzyme-free wells. activation factor at 10 µM. 330,000 compounds, 0.24% hits. AID 2805;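 active = activation factor of at least 2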; note: the source names both 10 and 20 µM as test concentration; values of inactives mirror those of a sister screen read the other way
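Assay system: mouse IAP enzyme; reagent: chemiluminescent substrate CDP-Star; dosing: test compounds delivered from DMSO solution; schedule: 30 min at room temperature; measured by: luminescence from enzymatic CDP-Star hydrolysis; controls: DMSO-only wells and no-enzyme negative control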
NALP3 yeast inh = NALP3 inhibition in yeast. Yeast reconstituted NLRP3/ASC/caspase-1, beta-gal luminescence, 24 h. inhibition, % at 10 µM. 330,000 compounds, 0.39% hits;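 active = inhibition of 50% or more; inactive = inhibition below 50%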;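 note: plate controls were induced DMSO wells for no effect and uninduced yeast grown without galactose for full effect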
SENP1 inh = SENP1 (human) catalytic domain inhibition | Q9P0U3 | recombinant SENP1 catalytic domain, CyPet-SUMO1-YPet FRET cleavage | inhibition, % at 10 µM | 360,000 compounds, 0.21% hits;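 active = inhibition at least 30% at 10 µM, raw YFP signal under a set limit, fluorescence ratio 0.5 to 1.5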;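 note: 0% = enzyme with DMSO and 100% = no enzyme wells; some results filed as inactive read as strong as hits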
Target sequence (Q9P0U3 419-644 limits assumed): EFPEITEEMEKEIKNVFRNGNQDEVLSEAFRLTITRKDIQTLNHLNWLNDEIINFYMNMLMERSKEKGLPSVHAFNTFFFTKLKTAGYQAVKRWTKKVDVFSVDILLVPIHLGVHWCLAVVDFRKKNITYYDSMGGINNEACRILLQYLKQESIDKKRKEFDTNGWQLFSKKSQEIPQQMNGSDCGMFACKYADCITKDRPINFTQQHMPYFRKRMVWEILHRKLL
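system = hSENP1 catalytic domain, recombinant | reagent = SFCypet-SUMO1-SFYpet substrate at 25 nM | doses = one dose per compound, 10 µM, 0.5% DMSO | incubation = enzyme reaction for 50 min at room temperature, dark | measured by = FRET, CFP and YFP emission | controls = no-enzyme low, enzyme-DMSO high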
hIAP activ = increases human intestinal alkaline phosphatase activity | P09923 | purified human IAP, CDP-Star luminescence, 30 min; stronger effect = higher value; 1 = vehicle-only enzyme, 0 = enzyme-free background | activation factor at 10 µM | 330,000 compounds, 0.16% hits | AID 2524;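 active = activation factor of the enzyme at least 2-fold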; note: the source names both 10 and 20 µM as test concentration; values of inactives mirror those of a sister screen read the other way
A3A deaminase = human APOBEC3A DNA deaminase inhibition. recombinant A3A, FAM/TAMRA ssDNA deamination fluorescence. inhibition, % at 20 µM. 330,000 compounds, 0.41% hits;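 active = at least 40% inhibition at 20 µM here, with at most 30% in a related deaminase screen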;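 note: plate controls were A3A with DMSO for no effect and wells lacking A3A enzyme for full effect; some results filed as inactive read as strong as hits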
Target sequence (P31941 whole entry, looked up): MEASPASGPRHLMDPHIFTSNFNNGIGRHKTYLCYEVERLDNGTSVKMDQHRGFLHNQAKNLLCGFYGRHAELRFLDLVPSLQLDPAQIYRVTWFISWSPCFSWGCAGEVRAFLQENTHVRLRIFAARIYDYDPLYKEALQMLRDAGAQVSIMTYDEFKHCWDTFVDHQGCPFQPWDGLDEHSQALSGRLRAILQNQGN
mIAP inh = blocks mouse intestinal alkaline phosphatase. AID 2806. 330,000 compounds, 0.2% hits. purified mouse IAP, CDP-Star luminescence, 30 min. inhibition, % at 10 µM;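 active = inhibition of at least 40% at 10 µM in the primary screen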;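 note: plate controls were DMSO with enzyme for no effect and no enzyme wells for full effect; values of inactives mirror those of a sister screen read the other way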
A3G deaminase = APOBEC3G (human) deaminase inhibition; Q9HC16; recombinant A3G, ssDNA deamination FAM/TAMRA fluorescence; inhibition, % at 20 µM; 330,000 compounds, 0.28% hits;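 active = inhibition of at least 40% at 20 µM, with no more than 30% in the related APOBEC3A deaminase screen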;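 note: plate controls were DMSO wells with A3G for no effect and wells lacking A3G enzyme for full effect; some compounds called inactive have numbers as strong as hits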
Target sequence (Q9HC16 whole entry, looked up): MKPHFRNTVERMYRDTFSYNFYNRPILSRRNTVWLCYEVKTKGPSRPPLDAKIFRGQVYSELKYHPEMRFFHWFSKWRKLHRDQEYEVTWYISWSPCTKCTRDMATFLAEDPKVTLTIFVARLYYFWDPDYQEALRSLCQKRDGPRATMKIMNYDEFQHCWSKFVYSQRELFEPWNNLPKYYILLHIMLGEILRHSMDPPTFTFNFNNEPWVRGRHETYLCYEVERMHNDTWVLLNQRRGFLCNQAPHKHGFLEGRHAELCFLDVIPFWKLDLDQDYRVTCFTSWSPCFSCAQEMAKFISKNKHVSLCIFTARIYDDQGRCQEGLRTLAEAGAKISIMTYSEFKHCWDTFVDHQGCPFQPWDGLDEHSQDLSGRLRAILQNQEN
MIN6 prolif = inducers of beta-cell replication in MIN6 cells; MIN6 cells proliferation, ATPlite luminescence, 48 h; cells starved in 0.2% serum; 100% = growth in 10% serum; proliferation, % at 10 µM; 330,000 compounds, 0.29% hits; AID 2380;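 active = compounds whose signal lies at least 3.5 SD above the mean of all wells on their plate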;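 note: 0% = DMSO-treated cells in low-serum medium and 100% = 10% serum control; some compounds called inactive have numbers as strong as hits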
An asterisk follows results filed as active; x = not tested or not shown. An excerpt. The share of hits here may be higher or lower than overall.

canonical_smiles | hIAP inh | mIAP activ | NALP3 yeast inh | SENP1 inh | hIAP activ | A3A deaminase | mIAP inh | A3G deaminase | MIN6 prolif
O=C(CN1CCCCCC1)Nc1cccc([N+](=O)[O-])c1 | -12 | 0.95 | 20 | 1 | 1.1 | 2 | 5 | -1 | -1
COc1cc(Cl)c(C)cc1NC(=O)COC(=O)C1=COCCO1 | 12 | 1.1 | 16 | 1 | 0.88 | 2 | -12 | 1 | 1
O=C(O)C1CCCCC1C(=O)NC(c1ccccc1)c1ccccc1 (stereo not given) | -20 | 1.1 | -9 | -1 | 1.2 | -4 | -6 | -3 | 1
Oc1ccccc1N=Cc1c(O)ccc2ccccc12 | -47 | 0.87 | 28 | -26 | 1.5 | -6 | 13 | 18 | -7
Cc1ccc(Cl)cc1NC(C#N)c1ccccc1 (stereo not given) | 4 | 1.2 | -62 | 1 | 0.95 | -4 | -19 | -3 | -1
COc1cccc(C(=S)N2CCCC2)c1OC | -5 | 0.96 | -2 | 0 | 1.1 | -7 | 4 | 26 | -3
Cc1cccc2cc3c(nc12)SC(=NCC1CCCO1)N(Cc1ccco1)C3 (stereo not given) | 1 | 0.9 | 3 | 0 | 0.99 | 1 | 10 | 2 | -5
O=C(NCc1ccco1)Nc1ccc(Br)cc1 | -14 | 1.3 | 24 | 4 | 1.1 | -3 | -34 | -4 | -2
COc1ccc(NC(=O)c2cccc(F)c2)cc1Cl | 13 | 1 | 37 | -1 | 0.87 | -13 | -5 | -2 | -3
O=C1CCC/C=C\C[C@@H](CC(=O)N(CCO)Cc2ccccc2)C(=O)N2CCC[C@H]2CO1 | -2 | 1.1 | 2 | 1 | 1 | -4 | -9 | -2 | 0
CC(C)c1nnc(NC(=O)CCS(=O)(=O)c2nc(-c3cccs3)cc(C(F)(F)F)n2)s1 | 3 | 0.92 | 19 | 2 | 0.97 | -2 | 8 | -1 | -6
O=C(Cn1c(=O)cnc2ccccc21)N1CCCc2ccccc21 | -2 | 0.95 | 10 | 0 | 1 | -1 | 5 | -3 | 0
CC(=O)N1CCCc2cc(S(=O)(=O)Nc3ccc4c(c3)OCO4)ccc21 | 10 | 0.94 | 7 | -3 | 0.9 | -2 | 6 | -4 | 2
CCOc1ccc(Cl)cc1S(=O)(=O)N1CCC(C(=O)NCc2ccncc2)CC1 | -4 | 0.96 | 6 | -2 | 1 | -3 | 4 | 0 | 4
O=C(NC1CCCC1)C1CCCN1C(=O)Nc1ccccc1Cl (stereo not given) | 2 | 1.1 | 16 | 0 | 0.98 | -5 | -15 | -3 | -2
O=C(O)c1nn(CCOc2ccccc2F)c(=O)c2ccccc12 | 6 | 0.92 | 21 | 0 | 0.94 | -3 | 8 | -10 | 0
NS(=O)(=O)c1ccc2nc(NC(=O)C3=COCCO3)sc2c1 | 12 | 1 | 18 | -1 | 0.88 | -2 | -3 | -4 | -3
O=C(/C=C/c1cccc(Br)c1)Nc1nn[nH]n1 | -3 | 0.98 | -10 | x | 1 | -5 | 2 | -7 | -3
CC(=O)N1CCc2cc(S(=O)(=O)CCC(=O)N3CCN(c4ccccc4)CC3)ccc21 | -19 | 1.1 | 15 | 0 | 1.2 | -1 | -14 | -3 | -1
CCc1nnc(NC(=O)c2c(-c3ccccc3)noc2C)s1 | 2 | 0.98 | 23 | 1 | 0.97 | -3 | 2 | -12 | -5
Cc1ccc(NC(=S)N2CCN(CCN3C(=O)c4cccc5cccc(c45)C3=O)CC2)cc1 | 11 | 1 | 8 | 1 | 0.89 | 1 | -4 | 3 | 1
CC(C)NC(=O)CCCN1C(=O)c2ccccc2Sc2ncccc21 | -9 | 1 | 17 | -1 | 1.1 | -3 | 0 | -9 | -2
CCOC(=O)C1(Cc2ccccc2)CCCN(Cc2ccc(OCCO)cc2)C1 (stereo not given) | 5 | 1 | 20 | -2 | 0.95 | -1 | -2 | -6 | 2
O=C(O)C1CC(c2ccc(F)cc2)=NO1 (stereo not given) | 7 | 1.1 | 9 | -1 | 0.93 | 23 | -7 | 74* | -1
CC(=O)c1cccc(NC(=O)NC(C)C2CCCO2)c1 (stereo not given) | 22 | 1.1 | -5 | 0 | 0.78 | -4 | -14 | -5 | 4
CN(C)/C=C/C(=O)c1cnc2n(c1=O)CCS2 | 13 | 1 | 3 | 1 | 0.87 | -1 | -4 | -8 | 0
CCOc1ccc(N2C(=O)CN(C)C2=S)cc1 | -3 | 1 | 2 | 1 | 1 | 8 | -3 | 3 | -6
O=C(COc1ccccc1F)N1CCCc2ccccc21 | -1 | 1 | 6 | 0 | 1 | -3 | -1 | 1 | -1
COc1cccc(CN(C)C(=O)c2ccc(C)c(S(=O)(=O)N3CCCCC3)c2)c1 | -7 | 1 | 4 | 0 | 1.1 | -5 | -2 | -9 | 2
Cc1ccc2c(c1)C(=O)OC1(O)C3C4C=CC(C4)C3C(=O)N21 (stereo not given) | -31 | 0.96 | 13 | 1 | 1.3 | 2 | 4 | 7 | -2
O=C(c1ccc(Cl)cc1)N1CCN(S(=O)(=O)/C=C/c2ccccc2)CC1 | -2 | 0.98 | 16 | 1 | 1 | 6 | 2 | -5 | 0
COc1ccccc1C(=O)N/N=C(\C)c1cccnc1 | -18 | 0.9 | -2 | -2 | 1.2 | -5 | 10 | -3 | -1
COc1ccc(CCNC(=O)COC(=O)c2ccccn2)cc1 | -8 | 1 | -5 | -2 | 1.1 | -3 | 0 | -7 | 0
NC(=O)Cc1ccc2c(c1)[nH]c1ccccc12 | -6 | 1.1 | 0 | -29 | 1.1 | 0 | -12 | 2 | -1
CS/C(=N\N(C)C(N)=O)c1ccccc1 | -7 | 1 | 3 | 1 | 1.1 | -5 | -1 | -6 | -2
CC1(NC(=O)CC(c2ccccc2)(c2ccccc2)c2ccccc2)CCN(Cc2ccc(-c3ccccc3)cc2)C1=O (stereo not given) | 4 | 1 | -2 | -2 | 0.96 | -2 | -3 | -9 | -6
COC(=O)c1ccc(S(=O)(=O)N2CCc3ccccc3C2)cc1 | -29 | 1 | 29 | 3 | 1.3 | -8 | -1 | -5 | -1
COc1ccc(N2CCN(CCNC(=O)Nc3ccc(C)cc3Cl)CC2)cc1 | -9 | 1 | 32 | 2 | 1.1 | -7 | -2 | -10 | -2
CCOC(=O)N1CCN(C(=O)C2CC(c3ccc(F)cc3)=NO2)CC1 (stereo not given) | -15 | 0.95 | 1 | 1 | 1.2 | -2 | 5 | -6 | -4
COc1ccc(CCNC(=O)C2CCN(S(=O)(=O)c3ccc(Cl)cc3)CC2)cc1OC | 4 | 1.1 | 8 | 2 | 0.96 | 2 | -15 | 3 | -3
CCc1noc(C)c1C(=O)Nc1ccc(S(=O)(=O)N2CCC(C)CC2)cc1 | 4 | 0.96 | 6 | -3 | 0.96 | 0 | 4 | -4 | -1
Cc1ccc(-c2cc(C(=O)O)c3sc(N4CCCCC4)nc3n2)cc1 | 7 | 1 | 21 | -26 | 0.93 | 3 | -2 | -3 | 0
COc1ccc(CC(=O)Nc2cccc(-c3ccc4nnc(C)n4n3)c2)cc1 | 10 | 0.89 | -8 | 1 | 0.9 | 2 | 11 | 1 | 1
Cc1ccc(S(=O)(=O)Cn2nnnc2C(c2ccccc2)N2CCN(c3ccccc3)CC2)cc1 (stereo not given) | 6 | 0.97 | 10 | 1 | 0.94 | -2 | 3 | -8 | -2
CC(=O)c1c(C)[nH]c(C(=O)OCC(=O)Nc2ccc3c(c2)OCCO3)c1C | 16 | 1.1 | 2 | 2 | 0.84 | -2 | -11 | -5 | -3
Cc1nn(-c2nc(-c3ccco3)cc(C(F)(F)F)n2)c(C)c1Cl | -4 | 0.99 | 21 | 3 | 1 | -3 | 1 | -4 | 3
O=C(O)CC(NC(=O)C1c2ccccc2Oc2ccccc21)c1ccc(Cl)cc1 (stereo not given) | -2 | 0.93 | 15 | 0 | 1 | -4 | 7 | -8 | -2
CCOCC(=O)OCC(=O)Nc1cc(OC)c([N+](=O)[O-])cc1C | -10 | 1.1 | 13 | 2 | 1.1 | 1 | -9 | -1 | -4
CC(C)(C)[C@H]1COC(=O)CCCC/C=C\C[C@H](CC(=O)N(CCO)Cc2ccccc2)C(=O)N1 | -15 | 1.1 | -1 | 3 | 1.2 | -5 | -15 | -6 | -3
O=S(=O)(Nc1cccc(S(=O)(=O)N2CCCCCC2)c1)c1ccc(F)cc1F | -7 | 0.88 | 0 | 0 | 1.1 | -2 | 12 | -1 | -1
COCCNc1nc2ccccc2nc1NS(=O)(=O)c1ccc(C)cc1C | -15 | 1 | -3 | -22 | 1.2 | -7 | 0 | -2 | 1
CCOC(=O)N1CCN(C(=O)CN(Cc2ccc(Cl)cc2)S(C)(=O)=O)CC1 | 10 | 1.1 | 14 | 1 | 0.9 | 3 | -5 | 9 | -1
O=C(OCC(=O)N1CCCC1)c1cc2c(cc1[N+](=O)[O-])OCCO2 | -18 | 1.1 | -3 | 2 | 1.2 | -1 | -9 | -9 | -4
COc1ccccc1NC(=O)C(C)Nc1ccc(C)c(Cl)c1 (stereo not given) | -1 | 1.2 | 3 | 1 | 1 | 0 | -17 | -5 | -4
CC(C)(C)OC(=O)NCCCC1=CC2=CC(=O)C(C)(OC(=O)C3CCCC3)C(=O)C2=CO1 (stereo not given) | -6 | 0.85 | 11 | x | 1.1 | -2 | 15 | -9 | -3
CCn1c(SCC(=O)Nc2ccccc2C(=O)OC)nnc1-c1cccc(C)c1 | 4 | 1.1 | 3 | 0 | 0.96 | -3 | -11 | -6 | 2
COc1ccc(N(C)S(=O)(=O)c2cccc(C(=O)OCC(=O)c3c(N)n(C)c(=O)n(C)c3=O)c2)cc1 | 5 | 0.93 | 14 | 1 | 0.95 | -4 | 7 | -8 | -3
CCS(=O)(=O)n1nc(-c2ccc(Cl)cc2)nc1SCc1ccccc1 | -32 | 1 | 26 | x | 1.3 | 4 | -1 | 2 | -3
COc1ccc2c(c1)N(C)/C(=C/c1cccc[n+]1C)S2 | 6 | 0.96 | 2 | 3 | 0.94 | 57* | 4 | 21 | -7
COc1cc(/C=N/NC(=O)c2ccoc2C)ccc1OCCN1CCCCC1 | -25 | 0.95 | 9 | -2 | 1.3 | 0 | 5 | -3 | 0
CCCOc1ccc(Cc2nn3c(=O)/c(=C/c4ccco4)sc3nc2=O)cc1 | 14 | 0.66 | 5 | -3 | 0.86 | 28 | 34 | 3 | -1

2 entries drawn at random from the list so far, as already listed:
canonical_smiles | hIAP inh | mIAP activ | NALP3 yeast inh | SENP1 inh | hIAP activ | A3A deaminase | mIAP inh | A3G deaminase | MIN6 prolif
O=C(O)C1CC(c2ccc(F)cc2)=NO1 (stereo not given) | 7 | 1.1 | 9 | -1 | 0.93 | 23 | -7 | 74* | -1
O=C(Cn1c(=O)cnc2ccccc21)N1CCCc2ccccc21 | -2 | 0.95 | 10 | 0 | 1 | -1 | 5 | -3 | 0
